IEC-6 tox = counter-screen for KLF5 inhibitors: cytotoxicity in IEC-6 cells; IEC-6 cytotoxicity, luminescence viability; inhibition, % at 5 µM; 290,000 compounds, 0.78% hits; in the data active = inhibition above about 22%;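 also: 0% = plate median of test compound wells and 100% = cytotoxic reference compound wells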
HSP90 refold inh = HSP90 refolding inhibition in rabbit reticulocyte lysate | luciferase refolding luminescence, 3 h | inhibition, % at 5.6 µM | 290,000 compounds, 0.91% hits | AID 1789;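 active = inhibition above the screen-wide mean plus 3 SD, computed separately per campaign, cut at about 16% in these data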;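 also: 0% = DMSO wells and 100% = 60 µM geldanamycin wells; inhibitors lower the luminescence because luciferase stays unfolded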
KLF5 inh = kruppel-like factor 5 inhibition. DLD-1 KLF5 promoter-luciferase reporter, luminescence. inhibition, % at 5 µM. 290,000 compounds, 0.23% hits;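 active = inhibition above a per-plate limit of that plate's mean compound inhibition plus 3 SD, cut at about 60% in these data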;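 also: 0% = DMSO wells and 100% = LY294002 at 200 µM; higher means less KLF5 promoter-driven luciferase light; inactives centre near -14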
GSK3 alpha inh = inhibitors of human GSK-3 alpha kinase | 320,000 compounds, 0.1% hits | ADP-Glo luminescence, 60 min | inhibition, % at 10 µM;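 in the data active = inhibition above about 50%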;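 also: GST-tagged GSK-3 alpha with peptide substrate and 25 µM ATP; 0% = DMSO neutral wells and 100% = GW8510 positive control wells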
Target sequence (P49840 whole entry, looked up): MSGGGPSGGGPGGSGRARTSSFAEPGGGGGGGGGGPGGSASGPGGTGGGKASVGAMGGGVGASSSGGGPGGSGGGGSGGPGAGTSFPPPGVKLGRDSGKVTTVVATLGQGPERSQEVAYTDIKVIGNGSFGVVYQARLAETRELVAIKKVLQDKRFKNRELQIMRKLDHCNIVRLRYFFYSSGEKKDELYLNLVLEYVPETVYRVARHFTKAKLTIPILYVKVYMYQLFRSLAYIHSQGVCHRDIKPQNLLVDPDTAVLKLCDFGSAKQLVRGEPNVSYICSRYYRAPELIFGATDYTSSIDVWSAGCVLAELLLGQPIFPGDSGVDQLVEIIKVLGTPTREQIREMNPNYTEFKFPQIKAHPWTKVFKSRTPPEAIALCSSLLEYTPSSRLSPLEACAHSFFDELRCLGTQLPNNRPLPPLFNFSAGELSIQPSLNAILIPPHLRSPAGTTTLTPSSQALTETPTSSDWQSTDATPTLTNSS
HSF1 inh = HSF1 inhibition; NIH3T3-HGL HSE-luciferase, MG132-induced, luminescence 8 h; stronger effect = lower value; 300,000 compounds, 0.77% hits; AID 2098; activity change, negative = inhibition, % at 7.5 µM (by protocol);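 active = more than half of replicate wells show activity change below -50%, luminescence cut by over half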;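 also: luciferase reports HSF-1 transcriptional activity via heat shock element; 0% = median of DMSO wells and -100% = zero luminescence signal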
aSyn 5UTR inh = MLPCN primary screen, SNCA 5' untranslated region; alpha-synuclein 5'UTR reporter, inhibitor activity; inhibition, % (tested at 7.5 µM); 300,000 compounds, 0.82% hits; in the data active = inhibition above about 60%;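 also: H4 neuroglioblastoma cells stably carrying SNCA 5'UTR luciferase fusion; 0% = DMSO wells and 100% = positive control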
Platelet DG rel = platelet dense granule release activity | 300,000 compounds, 0.22% hits | AID 1663 | inhibition, %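 (compounds screened at 7.5 µM in platelet-rich plasma)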 | human platelet-rich plasma, SFLLRN dense granule ATP release, luminescence;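 active = mean replicate score, as percent of positive control, at or above 50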
DYRK1A inh = blocks rat Dyrk1A kinase activity; Q63470; ADP-Glo luminescence, NFATc1 peptide; inhibition, % at 12.5 µM; 310,000 compounds, 0.43% hits; AID 504441; in the data active = inhibition above about 50%;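 also: plate controls were vehicle with enzyme for no effect and no enzyme for full effect; many of its hits are not listed in these tables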
HSF1 activator = increases HSF-1 driven luciferase reporter signal | NIH3T3-HGL HSF-1 luciferase reporter, MG132, 8 h; 100% = twice DMSO control signal | activation, % at 9 µM | 300,000 compounds, 1.7% hits;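 active = mean replicate activation of at least 50% with a set share of replicates each reaching 50%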;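 also: 0% = median of the neutral control wells and 100% = twice that signal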
GSK3B inh = blocks human GSK3beta kinase activity; activity score (negative = inhibition), % at 10 µM; AID 2097; 300,000 compounds, 0.038% hits; GST-GSK3beta kinase, ADP-Glo luminescence, 60 min; stronger effect = lower value; P49841;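 active = more than half of replicate wells score below -50%, meaning over 50% inhibition versus plate controls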;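 also: 0% = median DMSO wells and -100% = median GW8510 positive control wells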
Target sequence (P49841 whole entry, looked up): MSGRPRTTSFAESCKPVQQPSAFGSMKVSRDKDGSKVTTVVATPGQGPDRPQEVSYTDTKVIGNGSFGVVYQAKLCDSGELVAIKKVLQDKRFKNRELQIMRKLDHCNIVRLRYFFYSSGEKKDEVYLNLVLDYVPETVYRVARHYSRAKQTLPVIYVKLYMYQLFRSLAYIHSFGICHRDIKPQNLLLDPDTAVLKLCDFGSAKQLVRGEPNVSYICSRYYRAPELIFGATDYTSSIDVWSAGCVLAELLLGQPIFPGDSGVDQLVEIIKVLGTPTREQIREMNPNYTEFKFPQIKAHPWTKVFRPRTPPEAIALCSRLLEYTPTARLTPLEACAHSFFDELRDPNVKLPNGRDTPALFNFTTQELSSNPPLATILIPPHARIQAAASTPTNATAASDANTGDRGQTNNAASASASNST
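Assay system: GST-tagged human GSK3beta kinase, cell-free; Input: 1.6 ng GSK3beta; Medium: Tris/MgCl2 kinase buffer; Timing: 60 min enzyme reaction, room temperature; Signal: ADP-Glo luminescence quantifying ADP generated by kinase; Evaluation: score relative to plate controls; Benchmarks: DMSO neutral wells and GW8510 at 20 µM as positive.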
* = called active by the depositor; / = no result given.

1	O=C(COc1ccc(Cl)cc1)NCc1nnc(SCC(=O)N2CCCc3ccccc32)o1
2	CC1CCCC(C)N1NC(=O)c1ccc(Cl)c(S(N)(=O)=O)c1 (stereo unspecified)
3	Cc1ccc(-c2c[n+](=O)c3c(n2[O-])CCC3)cc1
4	CC1/C(=N/O)CC(c2ccco2)NC1c1ccco1 (stereo unspecified)
5	CN(CCCC(=O)Nc1ccc(Br)cc1F)S(=O)(=O)c1ccccc1
6	Cc1cccc2cc(COC(=O)COc3ccccc3)c(=O)[nH]c12
7	COC(=O)c1ccc(-c2ccc(/C=N/NC(=O)CC3(C)OCCCO3)o2)cc1
8	OCC(O)/C=N/Nc1nc(N2CCCCC2)nc(N2CCCCC2)n1 (stereo unspecified)
Assay by compound,1,2,3,4,5,6,7,8
IEC-6 tox,1,-1,-6,-2,-1,4,0,-1
HSP90 refold inh,-9,1,-3,-1,5,-4,17*,2
KLF5 inh,-16,-26,-13,-30,-10,-46,-36,-12
GSK3 alpha inh,0,/,-1,-1,-4,-1,1,/
HSF1 inh,5,-3,1,4,1,-5,-9,-9
aSyn 5UTR inh,12,6,4,19,9,-9,-67,11
Platelet DG rel,10,8,-1,2,2,2,-2,-6
DYRK1A inh,18,5,3,1,7,-1,9,1
HSF1 activator,15,-9,-1,31,29,7,-4,-9
GSK3B inh,-1,3,0,2,-1,-1,-1,-2

9	Cc1sc(NC(=O)C2CCCCC2C(=O)O)c(C(N)=O)c1-c1ccc(C(C)C)cc1 (stereo unspecified)
10	CC(=O)Nc1ccc(-n2c(C)nc(=O)c(-c3ccccc3)c2C)cc1
11	Cc1ccc(NC(=O)C(CC(C)C)NC(N)=O)cc1 (stereo unspecified)
12	C=CCOC(=O)C1=C(C)Nc2nnnn2C1c1cccc(OC)c1OC (stereo unspecified)
13	CCC(C)N1C(=O)N(c2cccc(Cl)c2)C(C)(O)CC1(C)C (stereo unspecified)
14	O=C(CCCn1c(=O)c2cccn2c2cccnc21)N1CCN(c2ccccc2F)CC1
15	CCc1cccc(OCC(=O)Nc2ccc(C(=O)O)cc2NC(=O)COc2cccc(CC)c2)c1
16	COc1cc([N+](=O)[O-])ccc1-c1ccc(/C=N/NC(=O)c2ccccc2O)o1
Assay by compound,9,10,11,12,13,14,15,16
IEC-6 tox,-8,6,-1,-4,0,-6,5,-1
HSP90 refold inh,0,0,-4,5,0,-3,-3,7
KLF5 inh,-56,-25,-8,-32,-42,-10,-16,-38
GSK3 alpha inh,-4,2,4,-3,-1,0,-4,/
HSF1 inh,12,-2,-10,9,0,-6,3,-3
aSyn 5UTR inh,-52,46,-1,39,6,20,-2,-6
Platelet DG rel,-5,-5,1,0,6,22,9,15
DYRK1A inh,2,0,-3,-5,4,-1,-5,/
HSF1 activator,26,-7,-6,4,6,11,-17,0
GSK3B inh,1,0,2,2,3,1,6,-1

17	CCCCN(c1ccccc1)c1ncnc(N)c1[N+](=O)[O-]
18	CCC1=NN(C(=O)C(=O)Nc2ccc(Br)cc2)C(O)(C(F)(F)F)C1 (stereo unspecified)
19	CCOc1ccc(CCNC(=O)CCCN2C(=O)c3ccccc3C2=O)cc1OCC
20	O=C1COc2ccc(-c3csc(=Nc4ccc(OC(F)F)cc4)n3CC3CCCO3)cc2N1 (stereo unspecified)
21	COc1ccc(C(=O)CSc2n[nH]c(=O)[nH]c2=O)cc1
22	Nn1c(SCC(=O)NNC(=O)c2ccccc2)nnc1-c1ccccc1F
23	COc1ccc(C(=O)N2CCOC2CNC(=O)C(=O)NCc2ccco2)cc1 (stereo unspecified)
24	CC1CC(C)CN(CCCNS(=O)(=O)c2cc(Br)cc3c2N(C(=O)C2CC2)CC3)C1 (stereo unspecified)
Assay by compound,17,18,19,20,21,22,23,24
IEC-6 tox,-4,2,-6,2,-1,/,-1,5
HSP90 refold inh,-1,-1,0,-1,0,/,-4,2
KLF5 inh,18,-43,-18,-8,-31,/,-5,-24
GSK3 alpha inh,2,-3,5,-1,-3,0,0,0
HSF1 inh,-52*,/,0,3,-5,-3,-3,-2
aSyn 5UTR inh,16,-10,-4,9,3,-15,-36,16
Platelet DG rel,8,-3,4,3,5,-4,5,-3
DYRK1A inh,5,0,/,-2,1,3,8,1
HSF1 activator,-56,/,1,8,14,-1,-15,2
GSK3B inh,-1,0,4,-1,2,0,-1,-5

25	CC(C)c1ccc(NS(=O)(=O)c2ccc(-n3cccn3)cc2)cc1
26	O=S(=O)(c1ccc2nc(N3CCN(c4ccc(F)cc4)CC3)ccc2c1)N1CCCCC1
27	Cc1cccc(C2Nc3cccc4cccc(c34)N2)c1
28	CCOC(=O)c1c(C)[nH]c(C(=O)O)c1C
29	COc1ccc(S(=O)(=O)N2CCOC2CNC(=O)C(=O)NCCc2ccccc2)cc1OC (stereo unspecified)
30	Cc1occc1C(=O)N/N=C/c1ccc(-c2cccc([N+](=O)[O-])c2)o1
31	COCCNc1nc(N)c([N+](=O)[O-])c(NCCO)n1
32	COCCn1c(SCC(=O)N2CCCc3ccccc32)nc2ccccc2c1=O
Assay by compound,25,26,27,28,29,30,31,32
IEC-6 tox,3,-6,0,-3,-3,4,-3,2
HSP90 refold inh,9,10,2,0,-1,1,-3,7
KLF5 inh,11,-4,-29,-26,-2,-26,-57,6
GSK3 alpha inh,-1,/,-4,-3,-1,1,53*,-1
HSF1 inh,17,-4,2,-3,-1,8,-1,1
aSyn 5UTR inh,17,-6,13,3,2,-13,-1,14
Platelet DG rel,1,9,4,1,2,-18,-8,20
DYRK1A inh,-7,-1,17,6,0,0,10,16
HSF1 activator,42,-5,-2,-5,3,4,-23,5
GSK3B inh,1,-1,2,1,-5,3,-32,-4

A different layout for part of the listing above.
Value order: IEC-6 tox, HSP90 refold inh, KLF5 inh, GSK3 alpha inh, HSF1 inh, aSyn 5UTR inh, Platelet DG rel, DYRK1A inh, HSF1 activator, GSK3B inh
26. O=S(=O)(c1ccc2nc(N3CCN(c4ccc(F)cc4)CC3)ccc2c1)N1CCCCC1
  -6, 10, -4, /, -4, -6, 9, -1, -5, -1
27. Cc1cccc(C2Nc3cccc4cccc(c34)N2)c1
  0, 2, -29, -4, 2, 13, 4, 17, -2, 2
28. CCOC(=O)c1c(C)[nH]c(C(=O)O)c1C
  -3, 0, -26, -3, -3, 3, 1, 6, -5, 1
29. COc1ccc(S(=O)(=O)N2CCOC2CNC(=O)C(=O)NCCc2ccccc2)cc1OC (stereo unspecified)
  -3, -1, -2, -1, -1, 2, 2, 0, 3, -5

Carrying on:
33	Cc1ccc(N2CC(C(=O)N(C)CC(=O)Nc3ccc(Cl)c(C(F)(F)F)c3)CC2=O)cc1 (stereo unspecified)
34	O=S(=O)(Nn1cnnc1)c1ccccc1Cl
35	C#CCOCCOCCOCCNc1nc(N2CCOCC2)nc(N2CCN(C(=O)[C@H](Cc3cc4ccccc4[nH]3)n3cc([C@@H](N)C(C)CC)nn3)CC2)n1 (stereo partly specified)
36	COc1ccc(C2CC(=O)c3cnn(-c4nc(C)cc(C)n4)c3C2)cc1OC (stereo unspecified)
37	O=C(CCN1CCCCC1)Nc1ccc(Br)cc1
38	Cc1n[nH]c(=S)n(/N=C/c2cccs2)c1=O
39	Cc1ccsc1-c1nc(CN(C)C(C2CC2)C2CC2)c(C)o1
40	O=C(CSc1nc2ccccc2o1)N1CCN(C(=O)c2ccco2)CC1
Assay by compound,33,34,35,36,37,38,39,40
IEC-6 tox,/,-4,-4,7,-1,-3,0,0
HSP90 refold inh,/,1,12,3,3,2,-2,-3
KLF5 inh,/,5,-22,-14,-8,-21,14,-1
GSK3 alpha inh,-1,-4,-3,-2,-2,-3,-2,-2
HSF1 inh,0,2,1,-5,-12,-2,7,0
aSyn 5UTR inh,27,-6,18,41,-20,10,-20,-10
Platelet DG rel,-6,-14,2,9,-3,-9,1,8
DYRK1A inh,-4,0,-1,9,3,3,-1,-4
HSF1 activator,-4,12,2,-11,-2,-1,6,-2
GSK3B inh,/,-4,2,-2,-3,1,2,-1

Entries listed above marked active in HSP90 refold inh.
entry | SMILES | HSP90 refold inh | KLF5 inh | GSK3 alpha inh | HSF1 inh | aSyn 5UTR inh | Platelet DG rel | DYRK1A inh | HSF1 activator | GSK3B inh
7 | COC(=O)c1ccc(-c2ccc(/C=N/NC(=O)CC3(C)OCCCO3)o2)cc1 | 17* | -36 | 1 | -9 | -67 | -2 | 9 | -4 | -1

More records
41	CCOc1ccccc1NC(=O)Nc1cc(OC)ccc1OC
42	Cc1cc(C(=O)N2CCC(Cc3ccccc3)CC2)no1
43	CC(=O)NC1=NN(C(C)=O)C(c2cccs2)S1 (stereo unspecified)
44	CC(=O)NC(c1ccc(Cl)cc1)c1c(O)ccc2ccc(O)cc12 (stereo unspecified)
45	COc1cc(NC(=O)C2CCN(S(=O)(=O)c3ccc(N4CCCC4=O)cc3)CC2)cc(OC)c1
46	Cc1ccc(C(=O)c2ccccc2C(=O)O)cc1C
47	Cc1ccccc1C(=O)NCC(=O)Nc1ccc(C)c(S(=O)(=O)N2CCCCCC2)c1
48	CCCS(=O)(=O)c1c(S(=O)(=O)CCC)c2cnccn2c1C(=O)c1ccc(CC)cc1
Assay by compound,41,42,43,44,45,46,47,48
IEC-6 tox,3,-3,2,-7,-2,3,9,2
HSP90 refold inh,5,0,-2,1,-3,2,3,-3
KLF5 inh,-12,-34,-33,-24,-23,20,0,-16
GSK3 alpha inh,-4,0,-9,5,0,0,1,-2
HSF1 inh,-3,-12,-7,14,-2,-1,2,4
aSyn 5UTR inh,-7,-4,24,-27,16,4,29,-7
Platelet DG rel,6,31,-1,-1,3,-11,7,-10
DYRK1A inh,-9,/,-1,5,-2,-6,-4,0
HSF1 activator,10,-22,-14,26,1,11,-17,11
GSK3B inh,1,-2,-2,-2,3,3,-6,3

Compound activity: PubChem BioAssay, several laboratories

An excerpt; rates above refer to the full screens.
